Bioassay records as filed in PubChem.
VCAM1 TNFa inh = inhibitors of TNFa-induced VCAM1 expression, primary screen, imaging, HUVEC, TNFa stimulus, immunofluorescence; HUVEC TNFa-induced VCAM-1 immunofluorescence, high-content imaging; inhibition, % at 2 µM; hit rate 0.48% among 95,000;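 active = inhibition above the batch mean plus 3 SD, with images confirmed as a hit by eye, cut at about 37% in these data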;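 note: 0% = TNF-stimulated DMSO wells and 100% = unstimulated control wells; not every result past the cut was called active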
Candida biofilm = clotrimazole potentiators killing Candida biofilms, primary screen, with clotrimazole, Alamar Blue; AID 834, 2007; inhibition, % at 6 µM; hit rate 0.14% among 85,000; C. albicans biofilm + clotrimazole;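 active = inhibition above 20%; inactive = inhibition below 20%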;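 note: preformed 24 hr biofilms exposed to compound for 48 hr; 0% = biofilm without compound and 100% = blank killed by clotrimazole plus chlorhexidine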
MT1-MMP txn act = MT1-MMP promoter reporter activation – cell-based, luciferase luminescence, primary screen; AID 750, 2007; hit rate 0.16% among 86,000; HT1080 MT1-MMP promoter luciferase reporter, overnight; hits give high values; activation factor at 10 µM;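 active = activation factor of at least 2 for MT1-MMP transcription at 10 µM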
F-actin modifier = modifiers of F-actin cytoskeleton organization, primary screen, imaging, HUVEC, phalloidin staining, high-content imaging; HUVEC TNFa F-actin phalloidin imaging; inhibition, % at 2 µM; hit rate 0.18% among 91,000;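 active = inhibition above the batch mean plus 3 SD and confirmed as a hit by visual image inspection, cut at about 30% in these data, passing the limit was not always enough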; note: strong numbers were not always called active
PTPN22 inh 2 = PTPN22 phosphatase inhibitors, primary screen, biochemical, DiFMUP fluorescence, 2 µM; Tyrosine-protein phosphatase non-receptor type 22 (Homo sapiens), Q9Y2R2; inhibition, % at 2 µM; recombinant LYP catalytic domain; AID 640, 2007; hit rate 0.21% among 96,000;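 active = inhibition at 2 µM at or above a set limit, the screen mean plus 3 SD, cut at about 24% in these data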;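 note: 0% = DMSO with enzyme and 100% = enzyme fully blocked by orthovanadate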
HUVEC tox TNFa = cytotoxicity in TNFa-stimulated HUVEC, primary screen, cytotoxicity control for VCAM1 expression modulator project, imaging, Hoechst nuclei count | HUVEC TNFalpha-stimulated, Hoechst cell count | cell count reduction, % at 2 µM | hit rate 0.17% among 93,000;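 active = cell count reduction exceeding the screen mean by over 5 SD, scaled to untreated wells per plate, cut at about 78% in these data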;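 note: cells counted after 24 h of TNF alpha exposure following the 1 h pretreatment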
hDAT+cocaine = changed hDAT dopamine uptake under cocaine IC80, either direction, primary screen, cocaine antagonist project, cell-based, LLC-PK1 hDAT, [14C]-dopamine uptake, MLSMR; Sodium-dependent dopamine transporter (Homo sapiens), Q01959; LLC-PK1 hDAT cells, [14C]-dopamine uptake with cocaine IC80; actives deviate in either direction; hit rate 1.3% among 110,000; B-score at 10 µM; AID 449768, 2010;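 active = Z score or B-score, a plate-position-corrected score, falls beyond the plate's 99.7% confidence bounds, in either direction; inactive = both scores lie inside the 99.7% bounds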;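 note: scored against the spread of the other compound wells on the same plate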
Target sequence (Q01959 whole entry, looked up): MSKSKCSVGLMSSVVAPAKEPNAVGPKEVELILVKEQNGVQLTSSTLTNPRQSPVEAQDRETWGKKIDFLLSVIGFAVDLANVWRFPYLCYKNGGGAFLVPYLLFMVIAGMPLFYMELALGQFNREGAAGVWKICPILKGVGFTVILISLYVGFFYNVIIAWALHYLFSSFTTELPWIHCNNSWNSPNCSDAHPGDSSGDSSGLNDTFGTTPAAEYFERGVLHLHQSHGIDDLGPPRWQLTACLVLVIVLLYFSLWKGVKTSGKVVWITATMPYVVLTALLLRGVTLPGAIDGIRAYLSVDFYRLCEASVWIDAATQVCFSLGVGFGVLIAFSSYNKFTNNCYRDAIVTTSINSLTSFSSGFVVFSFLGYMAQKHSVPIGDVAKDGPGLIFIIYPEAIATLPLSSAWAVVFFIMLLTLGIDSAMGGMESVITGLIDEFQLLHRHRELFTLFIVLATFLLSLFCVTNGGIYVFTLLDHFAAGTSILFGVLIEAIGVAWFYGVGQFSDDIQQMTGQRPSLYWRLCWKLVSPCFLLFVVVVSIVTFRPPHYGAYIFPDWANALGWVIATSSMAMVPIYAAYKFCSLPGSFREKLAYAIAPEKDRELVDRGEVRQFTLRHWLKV
Smad3 inh = Smad3/FoxH1 peptide binding inhibitors, primary screen, biochemical, TR-FRET; TR-FRET Smad3/Dy647-FoxH1 peptide binding, europium anti-His; inhibition, % at 25 µM; Mothers against decapentaplegic homolog 3 (Homo sapiens), P84022; hit rate 0.29% among 88,000;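 active = compounds that reduce the energy-transfer binding signal between the protein and its labelled peptide by more than half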;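 note: 0% = Smad3 plus labelled peptide maximal FRET and 100% = peptide-only background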
IL1B cytotox = cytotoxicity in IL-1B stimulated HUVEC, primary screen, cytotoxicity control for IL-1B NFkB translocation project, imaging, Hoechst nuclear count, IL-1B stimulus | HUVEC cell count loss | cell count reduction, % at 2 µM | hit rate 0.41% among 94,000 | AID 845, 2007;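 active = cell count reduction more than 3 SD above the screen-wide mean, cut at about 70% in these data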;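 note: normalized per plate to untreated control cells as the no-loss baseline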
* hit, by the source's call; / = not tested or not shown; [ ] = another dose, or the depositor's remark. Some of the compounds tested (hit frequency here may not be typical).

Under each structure – VCAM1 TNFa inh	Candida biofilm	MT1-MMP txn act	F-actin modifier	PTPN22 inh 2	HUVEC tox TNFa	hDAT+cocaine	Smad3 inh	IL1B cytotox
- Cc1cc(C)nc(SCCN2CCOCC2)n1
  8	-1	1.1	4	-6	-4	-0.46	0	14
- OCCCCNCc1ccc(OCc2ccc(Cl)cc2)cc1
  -4	/	/	1	5	0	0.85	/	11
- C(=C\c1nnc(-c2cccs2)o1)/c1ccccc1
  4	/	/	1	9	-2	-0.089	/	/
- COCCCNC(=O)COc1ccc(-c2nccc(-c3ccccn3)n2)cc1
  -3	/	/	3	7	1	-0.66	/	-14
- CN1CCN(CCC(=O)N2c3ccccc3Sc3ccc(Cl)cc32)CC1
  14	7	1.2	-101	0	-1	-0.32	3	1
- Cc1ccc(CSc2nnc3nc(C)cc(C)n23)cc1
  -1	3	1.3	13	-6	-22	0.93	7	-11
- COCCCn1c(-c2ccccc2)nc2ccccc2c1=O
  -31	/	1.1	5	-4	4	-0.52	9	10
- O=C(c1ccccc1)N1CCC(c2nc(-c3ccc(S(=O)(=O)NCC4CCCO4)cc3)no2)CC1 (stereo unspecified)
  -7	3	1.3	3	-2	2	-0.43	24	11
- CCOC(=O)CSC1=C(C#N)C(c2ccc(C)cc2)C2=C(CCCC2=O)N1 (stereo unspecified)
  -1	-1	1.1	1	12	-26	0.95	3	-8
- COC(=O)CSc1nc2ccc(C)cc2[nH]1
  21	7	1.1	-19	-13	10	0.039	21[fluorescence artefact?]	-9
- Cc1ccc(-c2csc3ncnc(Nc4ccc(N5CCOCC5)cc4)c23)cc1
  11	/	/	3	0	-32	-1.6	/	-16
- O=C1NC(=O)C2(CCc3ccccc32)N1 (stereo unspecified)
  -27	8	1.1	-5	-5	-12	-0.049	-5	-18
- COc1cc(NS(=O)(=O)c2ccc3c(c2)oc(=O)n3C)cc(OC)c1OC
  8	13	1	-9	-17	-10	0.0047	4	-8
- O=C(CN1CCN(Cc2ccccc2)CC1)NCC1COc2ccccc2O1 (stereo unspecified)
  3	1	1.2	-5	-9	5	0.42	-10	14
- CCc1nc2ccccc2c(C(=O)O)c1C
  5	1	1.1	-15	0	5	-1.7	11	17
- COc1ccc(NC2CS(=O)(=O)CC2NCc2ccccc2)cc1 (stereo unspecified)
  8	8	1.2	0	10	-14	0.042	5	12
- COCCCNC(=O)C1CCCCN1S(=O)(=O)c1ccc(F)cc1 (stereo unspecified)
  16	-1	1.1	12	2	-18	-1.3	-4	-16
- O=C(NCc1ccccc1)c1ccc(-c2ccccc2F)o1
  -2	5	1.3	1	-3	-3	0.066	5	-2
- CCOc1ccccc1N1CSC2=C(C#N)C(c3c(OC)ccc4ccccc34)CC(=O)N2C1 (stereo unspecified)
  7	-3	1	4	12	-13	0.11	36[fluorescence artefact?]	0
- CCOc1ccc(-c2nn(-c3ccccc3)cc2/C=C2\SC(=S)N(C3CCS(=O)(=O)C3)C2=O)cc1 (stereo unspecified)
  17	1	1.3	-8	9	7	-0.15	16	-5
- O=[N+]([O-])c1ccc2c(c1)oc1ccccc12
  -1	6	1	23	-18	-9	-0.42	-6	-22
- Clc1cccc(Cl)c1Cn1cnc2c(N3CCCCCC3)ncnc21
  -7	2	1.2	-8	-8	10	0.51	0	1
- Cc1ccc(CNC(=O)CCNC(=O)c2ccc(Br)o2)cc1
  -1	0	1	4	4	-18	-0.97	1	-2
- Nc1nc(NCc2ccccc2)nc(-c2ccccc2)n1
  9	5	1.4	-8	-4	4	0.61	-5	-12
- Cc1cccc(C(=O)Nc2ccccc2C(=O)OCc2c(C)noc2C)c1
  3	-2	/	-9	-1	-5	0.092	9	-2
- CC1=C(C(=O)Nc2ccccc2)C(c2ccncc2)n2nnnc2N1 (stereo unspecified)
  /	4	1.2	/	-5	/	-0.81	-6	-3
- CCCOc1ccc(C(C)=O)cc1CSc1nc(O)cc(=O)[nH]1
  -4	3	/	-18	-7	-17	0.61	-4	/
- O=C(c1ccco1)N1CCN(CC2CC3C=CC2C3)CC1 (stereo unspecified)
  3	9	1.2	1	-14	14	-0.59	4	-9
- CCC(=O)Oc1cccc(C(=O)Nc2ccc(-c3nnc(-c4ccco4)o3)cc2)c1
  2	/	1.5	-3	8	-15	-0.36	/	-4
- CCOC(=O)N1CCC(NC(=O)c2ccc3snnc3c2)CC1
  /	8	1	/	/	/	2.8*	-10	/
- CCOc1ccc(-c2c(C)n([O-])c3c([n+]2=O)CCCC3)cc1
  1	/	/	-18	-3	6	-0.25	/	-7
- CCCCN(C(=O)c1ccco1)c1nnc(-c2cc(OC)c(OC)c(OC)c2)s1
  13	1	1.3	21	6	-20	0.86	-18	-4
- Cc1cccc2cc3c(nc12)SC(=NCC1CCCO1)N(Cc1ccco1)C3 (stereo unspecified)
  19	1	1	17	0	2	0.22	5	-26
- Cc1ccc(NC(=S)NNC(=O)c2nn(C)cc2Cl)cc1
  4	/	/	-1	-2	-1	0.032	/	-2
- Cc1ccc2cc(CN(CCN3CCOCC3)Cc3nnnn3Cc3ccco3)c(=O)[nH]c2c1C
  0	6	1.1	7	-1	-34	1	3	6
- O=C(/C=N/O)NCC1CCNCC1
  -1	4	1.1	-10	-7	-2	-0.0075	-5	-1
- CCn1c(SCC(=O)N2CCOCC2)nnc1-c1cccs1
  15	8	1.1	-35	-9	-13	0.22	3	-6
- COC(=O)c1cc2sccc2n1Cc1ccc(C)cc1
  -6	0	1.1	1	-4	-27	-0.036	-13	0
- O=C1c2ccccc2C(=O)N1CCc1csc(-c2cccc(Cl)c2)n1
  5	/	/	16	-8	-6	1.1	/	-40
- CN1CCN(S(=O)(=O)c2ccc(Sc3nnc(-c4cccs4)n3-c3ccccc3)nc2)CC1
  -59	6	1	22	1	-28	0.54	5	-36
- O=C(CSCSCC(=O)NCC1CCCO1)NCC1CCCO1 (stereo unspecified)
  5	2	1	-12	0	14	-0.14	0	0
- O=[N+]([O-])c1cc(-c2cnc3ccccc3n2)ccc1Oc1ccc(F)cc1
  -4	/	/	-8	1	-4	-0.031	/	-10
- Cc1cc(C(=O)N2CCCCCC2)cs1
  5	1	1.1	4	7	-9	0.89	0	-9
- CN(C)S(=O)(=O)c1ccc(-c2ccccc2)cc1
  -52	5	1.1	12	6	-63	-0.77	-2	-15
- COC(=O)Cn1c2ccc(OC)cc2c2nc3ccccc3nc21
  -8	5	1.1	20	7	-28	0.71	0	-26
- Cc1c(Cl)cccc1NC(=O)c1ccc(-n2ccnc2)nc1
  11	/	/	10	-6	-29	0.96	/	-8
- O=C(Nc1ccc2c(c1)OCCO2)c1cnc2ccccn2c1=O
  -4	5	1.3	13	-8	-4	/	-1	-1
- Cn1c(NCc2ccco2)nc2c1c(=O)n(Cc1ccc(Cl)c(Cl)c1)c(=O)n2C
  12	2	1	-19	7	24	0.72	-9	/
- CC(C)C[C@H](NC(=O)[C@@H]1O[C@H]1C(=O)O)C(=O)NCCCCN=C(N)N
  /	10	1.1	/	/	/	-0.21	-16	/
- COc1ccc(CNC(=O)c2cc(C3CC3)on2)cc1
  0	5	1.6	1	-2	3	-0.83	0	-24
- CC(=O)Nc1ccc(N(C)C)cc1[N+](=O)[O-]
  -15	/	/	-36	2	0	-0.12	/	2
- O=C(NC1CCCC1)C(c1ccccc1)N(C(=O)c1ccco1)C1CCCC1 (stereo unspecified)
  13	0	1.2	0	3	-5	-0.0089	6	0
- CCOC(=O)CSc1nnc(CSc2nc3sc4c(c3c(=O)[nH]2)CCC4)n1-c1ccccc1
  -20	6	1.1	-3	5	-3	0.11	1	-167
- CC(C)CCNc1ncnc2c1nnn2Cc1ccccc1Cl
  /	4	1	/	/	/	-1.3	9	/
- CC1CCN(C(=O)COC(=O)c2cc3ccccc3cc2O)CC1
  7	-5	1.2	-18	-8	-14	-1.2	-3	-33
- COc1ccc(C(=O)NCCCCCC(=O)O)cc1OC
  6	12	0.9	-8	2	-5	-0.33	2	-9
- Cc1c(C(=O)N(C)C)sc2nc(-c3ccccn3)[nH]c(=O)c12
  -9	5	/	3	9	-36	-0.0052	5	-3
- O=C(Nc1nc2c(s1)CCCC2)Oc1ccccc1
  15	8	1.5	-12	2	9	0.78	2	-24
- Cc1ccccc1Cn1cc(S(=O)(=O)CC(=O)N2CCCCC2)c2ccccc21
  -13	3	1.1	8	6	3	-0.62	2	-3
- CCC(C)c1ccc(OCCCCN2CCOCC2)cc1 (stereo unspecified)
  11	1	1	6	-3	-10	0.21	11[fluorescence artefact?]	40

(cont.)
Under each structure – VCAM1 TNFa inh	Candida biofilm	MT1-MMP txn act	F-actin modifier	PTPN22 inh 2	HUVEC tox TNFa	hDAT+cocaine	Smad3 inh	IL1B cytotox
- Cc1cc(N2CCN(C(=O)c3ccco3)CC2)n2ncnc2n1
  -4	/	1.1	9	6	-5	0.15	/	15
- Cc1nnc(SCC(=O)Nc2ccccc2)[nH]c1=O
  4	2	1.1	-22	-2	5	0.65	7	-1
- O=C(COC(=O)C12CC3CC(CC(O)(C3)C1)C2)Nc1ccccc1OC(F)F
  18	10	1.2	0	-3	-1	-0.31	11	-2
- COCCNC(=O)CCCn1c(=O)c2ccccc2n(CC(=O)NCCC2=CCCCC2)c1=O
  -7	2	1.1	-20	2	3	0.0087	-13	-5
